Screening data from PubChem.
MLLE-PAM2 inh: inhibitors of PABP1 MLLE–PAM2 peptide binding, primary screen, biochemical, fluorescence polarization, FITC-PAM2, GST-MLLE | Polyadenylate-binding protein 1 (Homo sapiens), P11940 | inhibition, % at 20 µM | actives 0.36% (n = 360,000) | AID 588489, 2011; in the data active = inhibition above about 35%, passing the limit was not always enough;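 note: plate controls were DMSO wells with GST-MLLE for no effect and wells lacking GST-MLLE protein for full effect; some results filed as inactive read as strong as hits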
CSN inh: inhibitors of CSN-mediated cullin deneddylation, primary screen, biochemical, fluorescence polarization, uHTS; COP9 signalosome complex subunit 5 (Homo sapiens), Q92905; Purified CSN, SCF-Nedd8-OG deneddylation; inhibition, % at 12.5 µM; actives 0.38% (n = 360,000);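 active = pattern-corrected inhibition above about 35%, with an unprinted fluorescence ratio check between 0.5 and 1.5, limit read from the data, passing the limit was not always enough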;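 note: 0% = enzyme with substrate and 100% = substrate without enzyme; some results filed as inactive read as strong as hits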
Target sequence (Q92905 whole entry, looked up, one chain of several): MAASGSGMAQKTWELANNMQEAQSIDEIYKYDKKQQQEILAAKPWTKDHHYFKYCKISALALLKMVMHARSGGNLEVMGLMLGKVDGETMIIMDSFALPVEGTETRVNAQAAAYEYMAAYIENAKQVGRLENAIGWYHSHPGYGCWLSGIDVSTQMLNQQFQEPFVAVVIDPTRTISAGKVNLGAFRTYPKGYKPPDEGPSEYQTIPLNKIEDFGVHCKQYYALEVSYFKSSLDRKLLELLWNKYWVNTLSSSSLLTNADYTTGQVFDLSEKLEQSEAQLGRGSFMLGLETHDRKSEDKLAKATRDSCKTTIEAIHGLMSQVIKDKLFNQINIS
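Test system: Human Csn5 produced in HEK293T cells | Compound: 12.5 µM single point | Times: 90 min, room temperature | Signal: Fluorescence polarization readout | Read-out basis: % inhibition of substrate cleavage by Csn5 | Controls: no-enzyme wells high, enzyme-with-substrate wells low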
DNMT1 block: human DNMT1 methyltransferase inhibitors, primary screen, biochemical, molecular beacon, fluorescence, HinP1I cleavage, uHTS; DNA (cytosine-5)-methyltransferase 1 (Homo sapiens), P26358; inhibition (reported as % activation of signal), % at 10 µM; actives 0.83% (n = 360,000); in the data active = inhibition above about 50%
TbMetRS inhib: T. brucei MetRS inhibitors, primary screen, biochemical, luminescence; purified T. brucei MetRS, ATP depletion, Kinase-Glo luminescence; actives 0.4% (n = 360,000); inhibition, % at 11.9 µM; methionyl-tRNA synthetase (Trypanosoma brucei brucei);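 active = inhibition above a per-plate cutoff of the control wells' mean inhibition plus 3 SD, cut at about 5.5% in these data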;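 note: 0% = DMSO wells median and 100% = median of wells with control inhibitor compound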
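assay system = parasite MetRS enzyme | timing = 15 min preincubation, 2 h reaction, all 25 °C | evaluation = percent inhibition relative to median high and low control wells | medium = HEPES buffer containing pyrophosphatase, BSA, spermine, DTT | compound = single dose, 11.9 µM final nominal, 0.9% final DMSO | detection = Kinase-Glo luminescence, ATP depletion format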
SUMO1 PPI mod: modulators of SUMO1 protein-protein interactions, primary screen, biochemical, uHTS; actives 0.33% (n = 360,000); SUMO1 binding to a labelled peptide, TR-FRET, 1 h; Small ubiquitin-related modifier 1 (Homo sapiens), P63165; AID 602429, 2012; inhibition, % at 20 µM; in the data active = inhibition above about 37%
STEP block: STEP phosphatase inhibitors, primary screen, biochemical, fluorescence intensity, uHTS | inhibition, % at 20 µM | recombinant STEP, OMFP fluorogenic substrate | actives 0.25% (n = 360,000) | AID 588621, 2011;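 active = inhibition at 20 µM, scaled per plate between control wells, above about 37%, limit read from the data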;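 note: 0% = DMSO with enzyme and substrate and 100% = substrate only without enzyme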
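System: STEP (striatal-enriched tyrosine phosphatase) enzyme, cell-free; medium: Bis-Tris pH 6.0 buffer with DTT, detergent; dosing: 20 µM, 1% DMSO; times: reaction 20 min, ambient temperature; detection: fluorescence, 480/540 nm; read-out basis: normalized % inhibition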
LMPTP inh: LMPTP phosphatase inhibitors, primary screen, biochemical, fluorescence intensity, uHTS; Low molecular weight phosphotyrosine protein phosphatase (Homo sapiens), P24666; recombinant LMPTP-A, OMFP fluorogenic substrate; inhibition, % at 20 µM; actives 0.22% (n = 360,000); AID 651560, 2012;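 active = compounds that cut the enzyme signal by at least half of the control window in the single-dose screen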;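 note: plate controls were DMSO wells with enzyme plus substrate for no effect and substrate without enzyme for full effect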
Target sequence (P24666 whole entry, looked up): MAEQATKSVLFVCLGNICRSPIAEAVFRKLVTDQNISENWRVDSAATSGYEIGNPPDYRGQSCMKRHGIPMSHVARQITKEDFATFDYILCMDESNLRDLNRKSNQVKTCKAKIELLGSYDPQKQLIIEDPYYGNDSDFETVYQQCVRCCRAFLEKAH
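Assay system: LMPTP-A enzyme. Input: 0.625 nM LMPTP-A final. Probe or stimulus: 400 µM OMFP. Compound dosing: single 20 µM dose. Schedule: 50 min dark incubation at room temperature. Detection: fluorescence intensity of OMFP turnover product. Read-out: percent inhibition versus substrate-only and uninhibited controls. Benchmarks: no-enzyme low control, uninhibited high control.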
Rpn11 inh: Rpn11 (PSMD14) deubiquitinase inhibitors, primary screen, biochemical, fluorescence polarization, uHTS. 26S proteasome non-ATPase regulatory subunit 14 (Homo sapiens), O00487. actives 0.59% (n = 360,000). AID 588493, 2011. calls only at 20 µM. human 26S proteasome, Ub4-pepOG fluorescence polarization; 20S core pre-blocked with epoxomicin;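 active = inhibition at 20 µM, scaled to each plate's controls, above about 33%, limit read from the data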
Target sequence (O00487 whole entry, looked up): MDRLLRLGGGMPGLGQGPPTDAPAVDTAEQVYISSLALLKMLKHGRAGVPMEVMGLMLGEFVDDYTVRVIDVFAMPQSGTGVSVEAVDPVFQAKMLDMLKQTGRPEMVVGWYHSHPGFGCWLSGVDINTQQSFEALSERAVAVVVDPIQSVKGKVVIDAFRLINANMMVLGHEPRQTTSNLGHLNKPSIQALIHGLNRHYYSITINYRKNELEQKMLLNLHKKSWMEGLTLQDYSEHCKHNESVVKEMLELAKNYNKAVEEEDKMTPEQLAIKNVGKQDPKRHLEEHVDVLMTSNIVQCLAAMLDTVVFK
Scp-1 inhibitor: Scp-1 phosphatase inhibitors, primary screen, biochemical, colorimetric, uHTS; Carboxy-terminal domain RNA polymerase II polypeptide A small phosphatase 1 (Homo …; Recombinant Scp1, phosphopeptide, malachite green phosphate absorbance; actives 0.88% (n = 340,000); AID 493091, 2011; inhibition, % at 20 µM;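 active = inhibition above about 50% at 20 µM, limit read from the data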;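 note: plate controls were DMSO wells with enzyme for no effect and wells lacking enzyme for full effect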
Target sequence (Q9GZU7 76-261 limits assumed): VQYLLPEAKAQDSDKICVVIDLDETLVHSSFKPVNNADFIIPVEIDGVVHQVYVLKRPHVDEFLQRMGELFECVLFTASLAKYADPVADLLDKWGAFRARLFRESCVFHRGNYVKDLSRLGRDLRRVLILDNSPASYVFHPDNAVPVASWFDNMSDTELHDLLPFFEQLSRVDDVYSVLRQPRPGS
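System: truncated SCP-1 phosphatase (76-261aa); medium: Tris acetate buffer pH 5.5 with MgCl2 and Tween-20; incubation: 45 min room-temperature reaction, 5 min colour, 30 min stabiliser; compound: single 20 µM dose, 1% DMSO; reagent: Phosphorylated 17-residue peptide substrate; read-out: % inhibition at 20 µM; technique: colorimetric free-phosphate detection, absorbance 630 nm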
NadD block: inhibitors of S. aureus NadD, primary screen, biochemical, colorimetric, uHTS | Nicotinate-nucleotide adenylyltransferase NadD (Staphylococcus aureus N315) | purified NadD enzyme, colorimetric absorbance read-out | inhibition, % at 20 µM | actives 0.78% (n = 360,000) | AID 602399, 2012; in the data active = inhibition above about 26%; note: some compounds past the cut are filed as inactive
Starred values were filed as active, the others as inactive; i = inactive; . = not tested or not shown. This is a random part of the collection; overall some 3.6% were active at least once.

Each structure is followed by: MLLE-PAM2 inh	CSN inh	DNMT1 block	TbMetRS inhib	SUMO1 PPI mod	STEP block	LMPTP inh	Rpn11 inh	Scp-1 inhibitor	NadD block
Cc1ccc(NC(=O)CNC(=O)COc2ccccc2)nc1
  3	13	0	-0.2	-2	-2	-0.3	i	0	2
CC(C)(C)NC(=O)CCCCCCCC(=O)NC(C)(C)C
  -4	4	-1	0.2	-4	-4	-0.1	i	12	-8
CC(C)(C)C(=O)Nc1ccc(C(=O)N/N=C/c2ccccc2OC(=O)c2ccccc2)cc1
  -3	1	-7	-1.2	-3	7	0.5	i	8	10
Cc1ccnc(NC(=O)C2CCN(S(=O)(=O)c3cccc4nsnc34)CC2)c1
  2	-1	2	-0.1	-18	-4	-0.1	i	-5	-5
CC(C)C(C(=O)NC1CCCC1)N(Cc1ccco1)C(=O)CNS(=O)(=O)c1ccccc1 (stereo not given)
  8	-1	2	-0.4	-2	-4	-0.7	i	-7	-3
Cc1cs/c(=N/C(=S)Nc2ccccc2)n1C
  -71	0	4	-0.9	3	4	0.0	i	4	0
Cc1ccc(S(=O)(=O)N2CCN(S(=O)(=O)N3CCOCC3)CC2)cc1
  -3	-2	3	-0.3	3	1	-1.0	i	-3	3
O=C(c1ccc(S(=O)(=O)Nc2ccc(F)cc2)cc1)N1CCN(c2ccccn2)CC1
  -5	16	-1	-1.0	0	4	1.3	i	-2	5
Cc1ccc(-c2csc(NC(CO)c3nc4ccccc4n3CCOCCO)n2)cc1 (stereo not given)
  -1	2	-4	-0.5	-7	31	-0.8	i	2	3
COc1ccc(CN(C)CC2CCCN(CCc3ccc(Cl)cc3)C2)cc1OC (stereo not given)
  1	0	-1	-0.1	3	2	2.3	i	-9	-4
O=C(NC1CC1)C1CCN(C2CCN(Cc3ccccc3C(F)(F)F)CC2)CC1
  -5	1	1	-0.5	14	-1	0.0	i	-9	-12
CCN1C(=O)/C(=C2/C=CC=CN2C)OC1=S
  36	2	1	0.1	-16	-10	-0.2	i	0	4
Cc1sc2ncn3ncnc3c2c1C
  -1	3	6	-0.4	-4	2	-0.7	i	5	-5
COc1ccc(C(C)(C)C)cc1NC(=O)COc1ccc(-c2nnco2)cc1
  -11	-4	-4	-0.4	1	2	2.1	i	-7	-12
CCOC(=O)c1cnc2ccc(C(=O)OC)cc2c1Nc1cccc(C(=O)O)c1
  6	-2	0	0.4	-14	2	-0.1	i	-2	0

For convenience, 10 of the compounds above:
Each structure is followed by: MLLE-PAM2 inh	CSN inh	DNMT1 block	TbMetRS inhib	SUMO1 PPI mod	STEP block	LMPTP inh	Rpn11 inh	Scp-1 inhibitor	NadD block
Cc1ccc(NC(=O)CNC(=O)COc2ccccc2)nc1
  3	13	0	-0.2	-2	-2	-0.3	i	0	2
CC(C)(C)NC(=O)CCCCCCCC(=O)NC(C)(C)C
  -4	4	-1	0.2	-4	-4	-0.1	i	12	-8
CC(C)(C)C(=O)Nc1ccc(C(=O)N/N=C/c2ccccc2OC(=O)c2ccccc2)cc1
  -3	1	-7	-1.2	-3	7	0.5	i	8	10
Cc1ccnc(NC(=O)C2CCN(S(=O)(=O)c3cccc4nsnc34)CC2)c1
  2	-1	2	-0.1	-18	-4	-0.1	i	-5	-5
CC(C)C(C(=O)NC1CCCC1)N(Cc1ccco1)C(=O)CNS(=O)(=O)c1ccccc1 (stereo not given)
  8	-1	2	-0.4	-2	-4	-0.7	i	-7	-3
Cc1cs/c(=N/C(=S)Nc2ccccc2)n1C
  -71	0	4	-0.9	3	4	0.0	i	4	0
Cc1ccc(S(=O)(=O)N2CCN(S(=O)(=O)N3CCOCC3)CC2)cc1
  -3	-2	3	-0.3	3	1	-1.0	i	-3	3
O=C(c1ccc(S(=O)(=O)Nc2ccc(F)cc2)cc1)N1CCN(c2ccccn2)CC1
  -5	16	-1	-1.0	0	4	1.3	i	-2	5
Cc1ccc(-c2csc(NC(CO)c3nc4ccccc4n3CCOCCO)n2)cc1 (stereo not given)
  -1	2	-4	-0.5	-7	31	-0.8	i	2	3
COc1ccc(CN(C)CC2CCCN(CCc3ccc(Cl)cc3)C2)cc1OC (stereo not given)
  1	0	-1	-0.1	3	2	2.3	i	-9	-4

Going on with the list:
Each structure is followed by: MLLE-PAM2 inh	CSN inh	DNMT1 block	TbMetRS inhib	SUMO1 PPI mod	STEP block	LMPTP inh	Rpn11 inh	Scp-1 inhibitor	NadD block
COc1ccc(CC(=O)Nc2nc(-c3ccc(F)c(F)c3)cs2)cc1OC
  8	6	2	0.0	8	0	1.7	i	21	-9
CN(C(=O)CN1C(=O)CCSc2ccc(S(=O)(=O)N3CCCC3)cc21)c1ccccc1
  17	0	4	-0.4	1	-2	-1.1	i	-7	-1
CCC(C)c1ccc(NC(=S)NCc2cccs2)cc1 (stereo not given)
  -17	-2	4	0.0	-1	1	1.3	i	-1	-7
COc1ccc(OC)c(CN2CCC(C(=O)N3CCOCC3)CC2)c1
  5	-12	0	-1.0	-2	1	-2.3	i	6	4
CSc1nc(N)nc2c1ncn2CC(=O)NCCCN1CCCC1=O
  2	-2	9	-1.9	-1	-1	-1.5	i	-2	-6
COc1ccccc1Cc1c(-c2ccco2)nc2c3ccccc3ccn12
  .	19	.	-1.6	9	.	7.1	.	.	13
COc1cccc(/C=C2\SC(=S)N(N3CCOCC3)C2=O)c1OC
  9	-9	2	-0.8	0	1	1.8	i	-8	-11
Cc1ccc(C(=O)NC(=S)NNC(=O)CC#N)cc1
  31	3	0	-0.5	1	-2	-0.3	i	-5	10
CCOC(=O)c1cc2c(nc1NC(=S)NCc1ccccc1)CCCC2
  -41	-4	-2	-1.0	-5	3	2.7	i	-1	0
CCC(CC)C(=O)Nc1nnc(SCC(=O)NC2CC2)s1
  0	0	1	-0.7	-3	-1	-1.7	i	-2	-3
Cc1ccccc1NC(=O)CN1CCN(c2ccc(F)cc2)CC1
  9	1	-4	0.1	4	-1	0.3	i	.	-1
O=C(NCc1ccco1)C1CC(=O)N(c2ccc(F)cc2)C1 (stereo not given)
  -4	-5	1	-0.1	-2	5	-0.8	i	-2	4
C/C(=C\CCC1(C)C2CC3C(C2)C31C)C(=O)O (stereo not given)
  -21	2	-1	1.5	9	-4	-0.2	i	-4	3
CCn1c(SCC(=O)NC2CCCC2)nnc1-c1ccncc1
  11	0	0	-0.2	8	-2	-0.4	i	-5	-4
CCC(C)n1c(SCC(=O)NC2CC2)nc2ccccc2c1=O (stereo not given)
  1	3	2	1.0	1	0	-1.3	i	.	-6
Cc1ccc(CC(CC(=O)O)C(=O)NC2CCCCC2)cc1 (stereo not given)
  -4	1	-1	-0.1	-2	1	-1.2	i	0	4
C(=N\N1CCN(c2ccccn2)CC1)/c1cccc2ccccc12
  10	5	16	0.1	-7	3	3.3	i	-11	6
CC(=O)Nc1ccc(NC(=O)c2cc(-c3ccc(C)c(C)c3O)n[nH]2)cc1
  -8	-4	-12	-1.3	6	0	-0.4	i	-19	-1
Cc1cc(C)nc(Nc2nc3ccccc3o2)n1
  1	2	-4	-0.2	6	1	-1.3	i	4	-4
Cc1cc2oc(=O)cc(-c3ccccc3)c2c(C)c1-c1ccc(N(C)C)cc1
  2	0	5	-0.5	-2	0	3.2	i	-2	10
Cn1nnnc1SCC(=O)Nc1ccccn1
  -1	0	0	0.3	0	-4	-2.1	i	1	-7
Cc1ccc2nsnc2c1NC(=O)c1ccc2c(c1)OCCO2
  -3	4	-5	-0.2	-12	-1	-1.0	i	-8	1
O=S(=O)(N1CCCCC1)N1CCN(S(=O)(=O)N2CCCCC2)CC1
  11	0	2	0.1	-1	-2	-2.0	i	-5	2
O=C(O)C1CC=CCC1C(=O)Nc1cccc([N+](=O)[O-])c1 (stereo not given)
  -13	13	-4	-0.5	-11	-4	-1.5	i	-4	-12
Cc1cc(C)c(NC(=O)CSc2nnc(CNC(=O)c3ccccc3F)o2)c(C)c1
  9	-1	3	-0.1	-6	-2	-1.1	i	-5	-5
Cc1ncoc1C(=O)Nc1ccc(Oc2ccccc2)cc1
  -11	-1	-9	0.4	4	4	-1.0	i	-8	-7
COc1ccc2nc3oc(C(=O)N4CCCCC4)cc3cc2c1
  -4	1	1	-0.8	-19	0	-0.3	i	17	-4
CCC1(c2ccc(F)cc2)NC(=O)N(CC(=O)N2c3ccccc3NC(=O)CC2C)C1=O (stereo not given)
  -14	0	1	-0.7	1	-3	-0.4	i	7	8
O=C(COC(=O)c1ccccc1O)Nc1ccc(N2CCOCC2)cc1
  -4	2	1	-0.3	0	-1	-1.2	i	-6	-1
O=S(=O)(c1ccc(F)c(Cl)c1)N1CCCC1
  2	-4	1	-1.1	-2	-2	-2.3	i	-2	-6
CS(=O)(=O)N1CCN(C(=O)CCc2ccccc2)CC1
  1	4	-3	-0.3	1	2	-0.6	i	-8	-9
CCCC1CC(C(=O)Nc2ccccc2)C(=O)O1 (stereo not given)
  -3	1	1	-0.9	2	1	-3.2	i	-7	-10
Cn1ccc2c(-c3ccc(C(=O)O)cc3)cc3c(c21)C1CCC3O1 (stereo not given)
  -16	-6	9	-0.3	-4	0	-2.3	i	.	-9
